PfM18AAP inh – blocks P. falciparum M18 aspartyl aminopeptidase; recombinant PfM18AAP, H-Glu-NHMec fluorogenic cleavage; inhibition, % at 7.35 µM; hit rate 1.2% among 290,000; AID 1822;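 active means inhibition above the campaign mean inhibition over all tested compounds plus 3 SD, cut at about 28% in these data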;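 further: 0% = plate median of test compound wells and 100% = 2 mM ZnCl2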
DNA FID counter – fluorescent intercalator displacement, NS3 helicase counter-screen; DNA fluorescent intercalator displacement, fluorescence; inhibition, % at 7.9 µM; hit rate 0.17% among 290,000; AID 1845; in the data active means inhibition above about 37%;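 further: 0% = vehicle and 100% = reference compound; higher means more ethidium bromide displaced from hairpin DNA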
IDE act – boosts human insulin-degrading enzyme activity in HEK cells | hit rate 0.073% among 340,000 | FAbeta-B cleavage, fluorescence polarization; 0% vehicle, 100% cell-free pure enzyme wells | P14735 | activation, % at 5.96 µM | AID 493087;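 active means activation above the mean of all tested compounds plus 3 SD, set per screening campaign, cut at about 17% in these data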
UBC9 SUMO inh – blocks human SUMOylation mediated by UBC9 | HTRF SUMOylation assay, SAE1/SAE2 + UBC9, in vitro | inhibition, % at 35 µM | hit rate 0.36% among 290,000 | AID 2006; in the data active means inhibition above about 50%, passing the limit was not always enough; further: strong numbers were not always called active
pCIP destab – compounds decreasing mouse p/CIP protein stability | Q05BA5 | F442A p/CIP-EGFP cells, EGFP fluorescence, 16 h | decrease of EGFP signal, % at 10 µM | hit rate 0.01% among 290,000;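 active means EGFP signal decrease of at least 30% at 10 µM or well 3 SD below plate mean, unless failing retest; inactive means the rest, including hits failing retest or dose response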; further: some compounds called inactive have numbers as strong as hits; many of its hits are not listed in these tables
Target sequence (Q05BA5 1-1403): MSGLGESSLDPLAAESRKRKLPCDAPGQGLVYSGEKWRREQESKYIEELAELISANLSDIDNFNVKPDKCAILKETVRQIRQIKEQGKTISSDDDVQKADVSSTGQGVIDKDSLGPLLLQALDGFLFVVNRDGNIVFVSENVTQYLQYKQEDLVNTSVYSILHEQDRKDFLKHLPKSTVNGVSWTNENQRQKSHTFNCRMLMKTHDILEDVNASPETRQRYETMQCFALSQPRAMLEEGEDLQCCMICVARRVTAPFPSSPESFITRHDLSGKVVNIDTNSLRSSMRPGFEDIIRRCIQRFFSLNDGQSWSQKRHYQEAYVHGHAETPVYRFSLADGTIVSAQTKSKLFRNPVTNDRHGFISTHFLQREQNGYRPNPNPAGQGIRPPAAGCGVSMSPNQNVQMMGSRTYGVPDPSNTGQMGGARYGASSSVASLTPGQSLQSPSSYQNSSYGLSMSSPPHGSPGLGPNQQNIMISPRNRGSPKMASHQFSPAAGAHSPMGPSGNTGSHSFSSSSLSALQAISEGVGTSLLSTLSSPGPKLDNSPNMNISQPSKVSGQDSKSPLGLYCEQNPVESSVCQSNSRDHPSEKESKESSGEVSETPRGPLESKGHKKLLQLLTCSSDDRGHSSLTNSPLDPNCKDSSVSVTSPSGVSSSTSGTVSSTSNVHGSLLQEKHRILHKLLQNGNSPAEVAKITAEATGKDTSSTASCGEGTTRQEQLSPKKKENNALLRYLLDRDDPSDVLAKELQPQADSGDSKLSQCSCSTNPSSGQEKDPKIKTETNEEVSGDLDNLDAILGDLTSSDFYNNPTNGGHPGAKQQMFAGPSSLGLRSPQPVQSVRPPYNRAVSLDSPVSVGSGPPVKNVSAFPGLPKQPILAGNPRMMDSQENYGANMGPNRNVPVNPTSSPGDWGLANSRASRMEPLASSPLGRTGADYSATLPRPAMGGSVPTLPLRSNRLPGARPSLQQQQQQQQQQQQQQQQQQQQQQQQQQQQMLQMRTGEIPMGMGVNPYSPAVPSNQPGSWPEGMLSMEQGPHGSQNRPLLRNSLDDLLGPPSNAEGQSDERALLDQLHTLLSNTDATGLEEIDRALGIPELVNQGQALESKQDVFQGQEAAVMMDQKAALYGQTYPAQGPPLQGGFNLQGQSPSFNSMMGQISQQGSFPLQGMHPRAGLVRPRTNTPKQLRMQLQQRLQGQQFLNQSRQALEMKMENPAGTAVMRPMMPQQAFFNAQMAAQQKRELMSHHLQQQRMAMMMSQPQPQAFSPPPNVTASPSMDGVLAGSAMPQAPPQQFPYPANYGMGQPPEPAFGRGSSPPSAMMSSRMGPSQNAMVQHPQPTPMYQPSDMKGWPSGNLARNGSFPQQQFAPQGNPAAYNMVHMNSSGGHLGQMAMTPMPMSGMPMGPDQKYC
IDE cell inh – inhibitors of human insulin-degrading enzyme in cells; hit rate 0.41% among 320,000; AID 434962; inhibition, % at 5.59 µM; HEK cells, FAbetaB cleavage, fluorescence polarization;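 active means percent inhibition above the average of all tested compounds plus 3 SD, set per screening campaign, cut at about 16% in these data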;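 further: IDE supplied by intact live HEK cells; FP after avidin binding of uncleaved biotin substrate so inhibition keeps polarization high; 0% = DMSO wells and 100% = 60 µM reference IDE inhibitor Ii1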
IMP-1 inh – blocks Pseudomonas aeruginosa IMP-1 metallo-beta-lactamase | purified IMP-1, nitrocefin hydrolysis, epi-absorbance fluorescence | inhibition, % at 5.6 µM | hit rate 0.45% among 290,000 | AID 1556;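 active means inhibition above the mean plus 3 SD of all compounds in the same screening run, cut at about 4.5% in these data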;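 further: 0% = IMP-1 with DMSO and 100% = DMSO wells lacking enzyme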
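System: purified IMP-1; amount: IMP-1 0.2 nM before substrate addition; compound: single dose, 5.6 µM; times: 25 °C, 15 min preincubation, 25 min reaction; signal: Epi-absorbance via hydrolysed-nitrocefin quenching of white-plate fluorescence, 480/530 nm, EDTA stop; benchmarks: DMSO with and without IMP-1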
HCV NS3 hel inh – blocks Hepatitis C virus NS3 helicase unwinding. NS3 helicase DNA unwinding, Cy5 molecular beacon fluorescence. inhibition, % at 10.9 µM. hit rate 0.56% among 290,000. AID 1800;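 active means inhibition above the mean of all tested compounds plus 3 SD, set per campaign, cut at about 35% in these data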;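 further: 0% = DMSO wells and 100% = thioflavine S control wells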
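System: Hepatitis C virus NS3 helicase domain fragment enzyme | Reagent: Annealed dual-labelled DNA beacon duplex, ATP-started | Compound dosing: 10.9 µM single point, 0.8% DMSO | Incubation: 1 h reaction at 25 °C, ATP-initiated | Technique: Cy5 fluorescence | Evaluation: Percent inhibition from t60/t0 fluorescence ratio | Benchmarks: Low DMSO, high thioflavine S at 110 µM | Replication: Singlicate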
VIM-2 inhibitor – blocks Pseudomonas aeruginosa VIM-2 metallo-beta-lactamase | hit rate 0.89% among 290,000 | inhibition, % at 5.6 µM | purified VIM-2, nitrocefin hydrolysis, epi-absorbance fluorescence | AID 1527;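 active means inhibition above the mean of all tested compounds plus 3 SD, cutoff set per screening run, cut at about 7.5% in these data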;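 further: red hydrolysis product quenches plate fluorescence so inhibitors raise well fluorescence; 0% = enzyme with DMSO and 100% = DMSO without enzyme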
The depositor's hits bear a star; / = no result given; & = joins results of further samples.

(1) CC(Sc1nncs1)C(=O)NCc1ccc2c(c1)OCO2 (configuration not stated)
(2) COCCNC(=O)CN1C(=O)COc2ccc(S(=O)(=O)N3CC(C)CC(C)C3)cc21 (configuration not stated)
(3) CSCC[C@H](NC(=O)Nc1ccc(OC(F)(F)F)cc1)C(=O)O
(4) Cc1ccccc1NC(=O)C(NC1CCCCC1)C(C)C (configuration not stated)
(5) COc1cccc(COC(=O)C2CCN(C(=O)c3ccccc3C)CC2)c1OC
(6) CCCN1CCN(C(=O)c2oc3ccccc3c2NC(=O)C2CC2)CC1
Compound	1	2	3	4	5	6
PfM18AAP inh	-5	-2	-12	-2	1	-2
DNA FID counter	-1	-31	-8	-11	-57	-2
IDE act	0	3	3	3	-6	-3
UBC9 SUMO inh	-1	4	21	-1	-2	1
pCIP destab	7	5	-15	-17	10	3
IDE cell inh	-2	-3	1	2	-1	-5
IMP-1 inh	-6.0	-1.5	-2.9	-1.5	-2.5	-3.1
HCV NS3 hel inh	26	-1	-2	-3	5	1
VIM-2 inhibitor	1.8	-2.4	-2.2	-4.0	-2.4	-2.1

(7) Cc1cc(C)c(C#N)c(SCc2[nH]nc3c2C(c2ccccc2)C(C#N)=C(N)O3)n1 (configuration not stated)
(8) Cc1ccccc1NC(=O)Cc1nc(COC(=O)c2cccc(C)c2O)cs1
(9) CC1CCCCN1Cc1ccc(N(C)C)cc1 (configuration not stated)
(10) COc1ccc(CCN(Cc2nc3ccccc3c(=O)[nH]2)C(=O)c2ccco2)cc1OC
(11) Cc1cccc(OCCCC(=O)Nc2ccccc2C(F)(F)F)c1
(12) COc1ccc(OCC(O)CN2C(=O)c3ccccc3C2=O)cc1 (configuration not stated)
Compound	7	8	9	10	11	12
PfM18AAP inh	0	4	-13	5	-12	-9
DNA FID counter	-14	-28	1	-12	-14	-13
IDE act	-5	3	2	0	0	3
UBC9 SUMO inh	-33	19	7	12	21	13
pCIP destab	9	3	-12	-17	-6	-6
IDE cell inh	-3	1	-8	-4	3	-5
IMP-1 inh	-2.2	-3.2	-2.4	-3.6	-1.5	-0.4
HCV NS3 hel inh	6	-9	5	1	-2	6
VIM-2 inhibitor	1.3	-2.0	-0.5	-4.2	3.1	-2.1

(13) O=C(c1ccc(Cl)cc1)N1CCC(c2nc(-c3cccs3)no2)CC1
(14) Nc1ccc(C(=O)N/N=C\c2cc(N=Nc3cccc4ccccc34)ccc2O)cc1
(15) O=C(O)CCSc1nnc(COc2ccc(Cl)cc2)n1-c1ccccc1
(16) CN1CCN(C2=CC3=CC(=C(C#N)C#N)CCC3CC2)CC1 (configuration not stated)
(17) O=C(CSc1nnc(-c2ccccc2Cl)o1)N1CCCCC1
(18) CCN(c1ccc(OC)cc1)S(=O)(=O)N1CCCC(C(=O)NCc2ccccc2Br)C1 (configuration not stated)
Compound	13	14	15	16	17	18
PfM18AAP inh	8	-1	0	9	6	4
DNA FID counter	-26	-5	-36	-7	-14	-47
IDE act	-5	-1	4	13	3	5
UBC9 SUMO inh	13	-4	6	7	4	-16
pCIP destab	-6	-4	0	-790	10	5
IDE cell inh	1	10	-1	/	0	3
IMP-1 inh	-1.7	-4.8	-5.1	67*	-3.4	-3.1
HCV NS3 hel inh	-18	9	5	4	3	-5
VIM-2 inhibitor	-1.0	-5.4	-2.6	58*	-2.4	-2.2

Part of the list above with just HCV NS3 hel inh.
No.	structure	HCV NS3 hel inh
14	Nc1ccc(C(=O)N/N=C\c2cc(N=Nc3cccc4ccccc34)ccc2O)cc1	9
15	O=C(O)CCSc1nnc(COc2ccc(Cl)cc2)n1-c1ccccc1	5

(list continues)
(19) CCOP(=O)(OCC)C(Nc1cccc([N+](=O)[O-])c1)c1ccc(N(C)C)cc1 (configuration not stated)
(20) O=C(O)c1ccc(-n2nnnc2Oc2cccc3cccnc23)cc1
(21) COC(=O)C1=C(C)N(c2ccc(Cl)cc2)/C(=C/c2ccc(O)cc2)C1=O
(22) COc1ccccc1CNC(=O)c1c(-c2ccccc2Cl)noc1C
(23) CCCc1c(OCCCCc2nn[nH]n2)ccc(C(C)=O)c1O
(24) Cc1nc(N)sc1C(=O)N/N=C/c1cccnc1
Compound	19	20	21	22	23	24
PfM18AAP inh	9	-3	-6	10	3&4	0
DNA FID counter	-28	0	-1	-16	-38&-34	-14
IDE act	/	7	-9	3	2	-2
UBC9 SUMO inh	-14	17	7	7	1&17	21
pCIP destab	10	-8	-16	-5	-3&-2	9
IDE cell inh	2	-2	5	-2	1	0
IMP-1 inh	-4.4	-1.3	-1.1	1.5	-3.4&-2.9	-1.6
HCV NS3 hel inh	-7	-1	-10	-1	18&4	-1
VIM-2 inhibitor	-3.2	0.8	-3.1	-1.9	1.0&-1.0	-1.7

(25) O=C(Cc1ccccc1)NCC(=O)OCC(=O)c1ccccc1Cl
(26) Cc1noc(N)c1C(=O)Nc1ccc(F)c(Cl)c1
(27) O=S(=O)(Nc1ccc(Br)cn1)c1ccc2ccccc2c1
(28) O=C(NC1CCCC1)C(c1ccncc1)N(C(=O)Cn1nnc(-c2ccccc2F)n1)c1cccc(F)c1 (configuration not stated)
(29) CC(=O)c1ccc(Nc2c3c(c(C#N)c4nc5ccccc5n24)CCC3)cc1
(30) CCC(C)Nc1nc(-c2ccc3c(c2)NC(=O)CO3)cs1 (configuration not stated)
Compound	25	26	27	28	29	30
PfM18AAP inh	1	4	-13	-2	3	-2
DNA FID counter	-4	-1	-20	-3	-3	5
IDE act	0	4	2	1	/	-7
UBC9 SUMO inh	9	11	16	-6	15	-5
pCIP destab	1	1	-3	-2	-2	0
IDE cell inh	-3	2	-1	4	5	4
IMP-1 inh	-2.4	-2.9	-0.8	-1.1	0.8	-0.3
HCV NS3 hel inh	18	0	-8	9	8	1
VIM-2 inhibitor	-2.9	-4.1	0.2	-3.4	2.7	-2.6

(31) Fc1c(F)c(F)c(N=Cc2ccc3ncccc3c2)c(F)c1F
(32) N#CC1=C(S)N(c2ccc(F)cc2)C(c2cccs2)NC1=O (configuration not stated)
(33) CC(C)NC(=O)COc1ccccc1C#N
(34) CC(C)N(Cc1ccccc1)CC(O)COc1ccc(S(=O)(=O)N2CCOCC2)cc1Cl (configuration not stated)
(35) CC[C@@H](C)[C@H](NC(=O)Cc1c(C)c2c(cc(C)c3c(C)c(C)oc32)oc1=O)C(=O)O
(36) CSc1cccc(NC(=S)NN(C)C)c1
Compound	31	32	33	34	35	36
PfM18AAP inh	-4	3	-11	0	14	-1
DNA FID counter	-1	-3	-1	20	-32	-1
IDE act	-6	2	0	2	0	5
UBC9 SUMO inh	-3	16	2	0	45	6
pCIP destab	-13	-7	-6	14	-21	-7
IDE cell inh	3	/	2	1	/	-2
IMP-1 inh	-4.3	-1.6	-0.6	-2.8	-1.0	-3.2
HCV NS3 hel inh	2	-3	-11	-7	37*	-2
VIM-2 inhibitor	-4.6	-1.9	1.0	-1.0	2.6	-3.6

(37) COc1ccc(CCNC(=O)CN2c3cccc4cccc(c34)S2(=O)=O)cc1OC
(38) CCOc1ccccc1CNC(=O)Cn1ccc2cc(S(=O)(=O)N3CCCC3)ccc21
(39) COC(=O)C1=C(C)N(c2ccc(F)cc2)C(=O)C1
(40) CCN(CC)C(=O)COc1coc(CN2CCN(c3cccc(Cl)c3)CC2)cc1=O
(41) COc1ccc(N2CCN(Cc3csc(C)c3-c3ccc(C)cc3)CC2)cc1
(42) Cc1ccc(NC(=O)CNCc2ccccc2)c(Br)c1
Compound	37	38	39	40	41	42
PfM18AAP inh	-3	9	-1	2	16	4
DNA FID counter	-29	-35	-18	-39	5	-17
IDE act	-3	-2	1	9	4	-5
UBC9 SUMO inh	-2	0	-1	8	-6	0
pCIP destab	-10	-11	6	-6	-8	-3
IDE cell inh	-8	7	1	6	-4	-1
IMP-1 inh	1.4	-3.6	-3.4	-2.3	-1.0	-2.7
HCV NS3 hel inh	24	-6	-1	12	-50	7
VIM-2 inhibitor	2.6	-2.0	-1.6	-0.1	-0.2	-0.5

(43) Cc1cc(C(=O)NCc2cc(C(=O)O)oc2C)c(C)o1
(44) O=S(=O)(Nc1cccc2ccccc12)N1CCCC1
(45) CCOc1ccc(CNC(=O)C(CC)n2nc(C)n3c(cc4occc43)c2=O)cc1OC (configuration not stated)
(46) COc1cccc(CNC(=O)Cc2ccc(-n3c(=O)[nH]c4ccccc4c3=O)cc2)c1
(47) O=C(Nc1cccc(NC(=O)c2ccccc2)n1)c1ccccc1
(48) Cc1cc(C)c2c(n1)nn1c(NCCCN3CCOCC3)cc(C)nc21
(49) CC1(C)CC(=O)C2=C(C1)Nc1ccccc1NC2c1nc2ccccc2[nH]1 (configuration not stated)
(50) O=C(COC(=O)CNC(=O)c1ccc(Br)o1)Nc1ccc2c(c1)OCCO2
(51) O=C1N/C(=C\c2ccsc2)C(=O)N1Cc1ccc(F)cc1
Compound	43	44	45	46	47	48	49	50	51
PfM18AAP inh	8	0	4	-3	-4	12	1	9	-8
DNA FID counter	-4	-5	-24	-28	-18	8	0	-7	-3
IDE act	6	0	4	0	-2	7	-1	1	0
UBC9 SUMO inh	15	20	0	2	11	/	11	2	-6
pCIP destab	-13	-54	5	-7	2	/	-7	7	-2
IDE cell inh	1	7	3	0	7	/	-4	-4	1
IMP-1 inh	-8.8	1.0	-2.5	-3.3	-5.0	1.9	-4.8	-2.0	0.3
HCV NS3 hel inh	6	-5	0	-4	-1	0	6	-8	3
VIM-2 inhibitor	-1.3	0.1	-0.8	-5.6	-2.7	7.6	-4.1	-2.0	-0.2

IMP-1 inh: hit marks shown above.
item | molecule | PfM18AAP inh | IDE act | UBC9 SUMO inh | pCIP destab | IDE cell inh | IMP-1 inh | HCV NS3 hel inh | VIM-2 inhibitor
16 | CN1CCN(C2=CC3=CC(=C(C#N)C#N)CCC3CC2)CC1 (configuration not stated) | 9 | 13 | 7 | -790 | / | 67* | 4 | 58*

Source: PubChem
